hERG rescue = hERG (human) protection from proarrhythmic block. Q12809. CHO-hERG, FluxOR thallium flux, dofetilide IC70 present. activation (rescue from dofetilide block), less the hit threshold, % at 10 µM. hit rate 0.51% among 310,000. AID 1511;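 active = activation above the mean of controls blocked by dofetilide plus 5 SD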;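 also: thallium influx through hERG after potassium depolarization seen as dye fluorescence rise; in these data hits start at about 4.7%; inactives centre near -7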
KCNQ1 pot = potentiates or activates the human KCNQ1 potassium channel. CHO-K1 KCNQ1, thallium flux FluxOR fluorescence; hits give high values. hit rate 0.35% among 310,000. B-score at 10 µM. AID 2648;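 active = fluorescence ratio B-score, a plate-corrected score, at least three library SD, with initial intensity B-score within 5 SD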
Target sequence (P51787 whole entry, looked up): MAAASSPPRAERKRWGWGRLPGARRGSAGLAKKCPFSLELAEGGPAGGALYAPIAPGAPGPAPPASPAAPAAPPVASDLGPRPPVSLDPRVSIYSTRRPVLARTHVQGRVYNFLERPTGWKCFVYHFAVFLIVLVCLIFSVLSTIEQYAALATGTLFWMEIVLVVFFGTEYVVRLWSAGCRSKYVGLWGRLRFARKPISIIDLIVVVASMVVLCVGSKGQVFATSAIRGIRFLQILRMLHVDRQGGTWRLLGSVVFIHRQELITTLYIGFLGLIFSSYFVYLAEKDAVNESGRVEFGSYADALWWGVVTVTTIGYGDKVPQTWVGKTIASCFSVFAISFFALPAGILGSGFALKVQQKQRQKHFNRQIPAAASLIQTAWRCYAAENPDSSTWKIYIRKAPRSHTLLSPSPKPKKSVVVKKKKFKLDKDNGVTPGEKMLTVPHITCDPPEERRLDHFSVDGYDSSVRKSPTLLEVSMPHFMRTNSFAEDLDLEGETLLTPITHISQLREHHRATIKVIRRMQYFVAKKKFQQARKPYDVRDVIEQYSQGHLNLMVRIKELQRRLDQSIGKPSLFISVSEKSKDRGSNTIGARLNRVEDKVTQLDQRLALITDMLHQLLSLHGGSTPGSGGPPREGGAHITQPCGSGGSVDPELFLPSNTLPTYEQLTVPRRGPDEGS
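Doses: Single concentration per compound, DMSO matched to controls | Test system: KCNQ1-transfected CHO-K1 cells | Timing: 90 min dye loading and 20 min compound exposure, both at room temperature | Measured by: Kinetic FluxOR thallium fluorescence, 10-s 1-Hz baseline, 110-s post-stimulus read | Medium: Assay buffer with matched DMSO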
Platelet DG rel = platelet dense granule release activity. human platelet-rich plasma, SFLLRN dense granule ATP release, luminescence. hit rate 0.22% among 300,000. inhibition, %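 (compounds screened at 7.5 µM in platelet-rich plasma)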. AID 1663;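 active = mean replicate score, as percent of positive control, at or above 50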
PolyA inh = yeast polyadenylation inhibition. S. cerevisiae SKY197-pL101 polyadenylation reporter, beta-gal luminescence; efflux-impaired pdr1/pdr3 knockout yeast; score 100 = 6 SD above DMSO. calls only at 12 µM. hit rate 0.02% among 300,000. AID 1875;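 active = lowest replicate activity score at least 50, where 100 means six control SD above control mean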;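 also: yeast exposed to compound for 9 h at 30 °C; higher score means more reporter readthrough which indicates perturbed polyadenylation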
TRPC4 potent = allosteric potentiators of mouse TRPC4 channel. hit rate 0.42% among 310,000. HEK293 TRPC4beta/mu-opioid, DAMGO EC20, Fluo-4 Ca2+ flux; hits give high values. B-score at 10 µM. Q9QUQ5;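 active = B-score of calcium response area above 5 SD of library B-scores, with initial fluorescence ratio within 5 SD of library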;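 also: B-score of integrated fluorescence ratio over time as area under calcium response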
Dyrk1A ADPGlo = Dyrk1A (rat) kinase inhibition. ADP-Glo luminescence, NFATc1 peptide. AID 504441. inhibition, % at 12.5 µM. hit rate 0.43% among 310,000; in the data active = inhibition above about 50%;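 also: plate controls were vehicle with enzyme for no effect and no enzyme for full effect; many of its hits are not listed in these tables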
TRPC4 agonist = TRPC4 (mouse) channel activation; hit rate 0.49% among 310,000; Q9QUQ5; HEK293 TRPC4beta/mu-opioid, Fluo4 calcium fluorescence; hits give high values; AID 2237; B-score at 10 µM;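 active = B-score above 5 SD of library B-scores, and initial fluorescence ratio not above library mean plus 5 SD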;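 also: positive B-score marks a calcium rise read as TRPC4 activation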
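Technique: kinetic Fluo4 calcium fluorescence; Test system: TRPC4beta and mu-opioid receptor HEK293 stable cells; Measure: B-scored integrated calcium fluorescence ratio; Benchmarks: low control buffer alone, high control maximal DAMGO; Schedule: 45 min room-temperature Fluo4 loading, 110 s read.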
TRPC4 inh = blocks the mouse TRPC4 cation channel; B-score at 10 µM; AID 2247; Q9QUQ5; hit rate 0.39% among 300,000; HEK293 TRPC4beta/mu-opioid, DAMGO-evoked Fluo4 calcium flux; hits give low values;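 active = B-score over 3 SD under the library average, no early fluorescence shift, positive overall ratio signal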
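Assay system: HEK293 cells with stable TRPC4beta plus mu-opioid receptor expression; Probe or stimulus: DAMGO in two steps, submaximal then maximal; Dosing: single-point compound dosing; Measured by: Fluo4 calcium-dye fluorescence, kinetic read; Read-out basis: B score from integrated Fluo4 fluorescence ratio.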
KCNQ1 inh = inhibitors of human KCNQ1 potassium channel; P51787; CHO-K1 KCNQ1, FluxOR thallium flux fluorescence; hits give high values; B-score at 10 µM; hit rate 1.3% among 310,000;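 active = compounds whose thallium flux B-score, printed positive for inhibition, exceeds three library SD while starting fluorescence stays within three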;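 also: channel opened by potassium depolarization with thallium stimulus after 20 min compound exposure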
KCNK9 block = blocks the human KCNK9 two-pore domain potassium channel. HEK293 KCNK9, FluxOR thallium flux fluorescence; hits give low values. B-score at 10 µM. hit rate 1.2% among 310,000;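 active = ratio B-score over 3 SD below the library mean, with starting fluorescence within 5 SD of its mean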;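 also: negative B-score means less thallium flux so channel inhibition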
KCNK3 inh = human KCNK3 channel inhibition, primary screen; O14649; CHO-KCNK3 thallium flux, FluxOR fluorescence; hits give low values; B-score at 10 µM; hit rate 0.84% among 340,000;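 active = B-score under library mean minus 4 SD, starting fluorescence ratio at most library mean plus 5 SD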;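 also: more negative B-score means stronger inhibition of thallium flux through KCNK3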
Target sequence (O14649 whole entry, looked up): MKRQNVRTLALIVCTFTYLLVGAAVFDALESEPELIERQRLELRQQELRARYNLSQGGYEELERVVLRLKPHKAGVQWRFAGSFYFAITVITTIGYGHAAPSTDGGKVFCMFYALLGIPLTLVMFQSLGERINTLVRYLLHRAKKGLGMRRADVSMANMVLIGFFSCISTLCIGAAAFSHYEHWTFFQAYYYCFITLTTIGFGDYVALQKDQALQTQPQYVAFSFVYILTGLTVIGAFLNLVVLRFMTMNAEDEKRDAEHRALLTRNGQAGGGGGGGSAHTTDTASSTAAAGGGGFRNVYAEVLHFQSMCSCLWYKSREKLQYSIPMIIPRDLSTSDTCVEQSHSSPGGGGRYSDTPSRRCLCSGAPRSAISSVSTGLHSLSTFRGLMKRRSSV
* marks the source's active call; other numbers are inactive results; i = inactive; · = no result given. These rows are one share of the data. The share of hits here may be higher or lower than overall.

Structure	hERG rescue	KCNQ1 pot	Platelet DG rel	PolyA inh	TRPC4 potent	Dyrk1A ADPGlo	TRPC4 agonist	TRPC4 inh	KCNQ1 inh	KCNK9 block	KCNK3 inh
Cc1ccc(CN2CCN(C(=O)CCC(=O)Nc3nnc(C(C)C)s3)CC2)c(C)c1	-3.6	i	-2.9	i	i	-2.4	i	i	i	i	i
Cc1ccccc1CCNC(=O)C1CCC(=O)N(Cc2ccc(Cl)cc2)C1 (stereo unspecified)	-13.8	i	-2.9	i	i	-4.8	i	i	i	i	i
CCc1nc(SCC(=O)Nc2cc(C)ccc2OC)c2c(C)c(C)sc2n1	-10.5	i	-14.3	i	i	-6.6	i	i	i	-7.67*	i
CNc1ccccc1C(=O)OCC(=O)N(CCOC)c1c(N)n(CC(C)C)c(=O)[nH]c1=O	-12.8	i	8.8	i	i	3.3	i	i	i	i	i
O=C(/C=C\c1ccco1)Nc1cc([N+](=O)[O-])ccc1F	-8.2	i	8.4	i	i	-0.6	i	i	i	i	i
COc1cc(CNc2cccc(C(=O)O)c2)cc(Br)c1OCC(=O)NC(C)(C)C	-4.1	i	0.2	i	i	0.5	i	i	i	i	i
O=C1CC(Cc2ccccc2)C(=O)N1c1ccccn1 (stereo unspecified)	-8.3	i	17.0	i	i	·	i	i	i	i	i
Cc1cc(NC(=O)CCC(=O)N(Cc2ccco2)C(C(=O)NC2CCCCC2)c2ccccc2)no1 (stereo unspecified)	-4.2	i	3.9	i	i	1.2	i	i	i	i	i
O=C(Nc1ccccc1Cl)c1ccc(S(=O)(=O)N2CCOCC2)cc1	-3.9	i	-4.2	i	i	-0.3	i	i	i	i	i
Cc1cccc(NC(=O)c2c(O)c3ccccc3[nH]c2=O)c1	-8.6	i	-4.3	i	i	1.0	i	i	i	i	i
COC(=O)C(C(=O)OC)C(C(=O)OC)C(C(=O)OC)C(=O)OC	-5.3	i	11.3	i	i	-2.7	i	i	i	i	i
O=C(Nc1ccccc1C(=O)N1CCOCC1)C1COc2ccccc2O1 (stereo unspecified)	-9.9	i	-0.1	i	i	·	i	i	i	i	i
Cc1ccc(Nc2nc(N)nc(-c3oc4ccccc4c3C)n2)cc1	-18.0	i	-4.2	i	i	3.8	i	i	i	i	i
O=C(O)c1cc2c(cc1Br)OCCCO2	-4.6	i	-1.6	i	i	3.2	i	i	i	i	i
CCc1cc(=O)oc2cc(OCc3ccc(C(=O)O)o3)ccc12	-2.0	i	1.9	i	i	-1.8	i	i	i	i	i
CCCCC(=O)NC(=S)Nc1cccc(NC(=O)CC)c1	-8.2	i	-0.2	i	i	-0.8	i	i	i	i	i
Cc1ccc(-c2cc(-c3nnc(SCC(=O)NCC(C)C)n3N)c3ccccc3n2)cc1	-5.5	i	11.8	i	i	8.6	i	i	i	i	i
O=C(CCC(=O)OCC(=O)c1ccc(-c2ccccc2)cc1)Nc1cccc(Cl)c1	-12.2	i	-1.9	i	i	-2.0	i	i	i	i	i
Cc1cc(N2CCN(C)CC2)nc2ccc(NC(=S)N3CCC4(CC3)OCCO4)cc12	-11.8	i	-6.6	i	i	-3.9	i	i	i	i	i
CSc1cccc(NC(=S)N(CCC(C)C)C2CCN(C(C)C)CC2)c1	-14.8	i	-1.4	i	i	-4.5	i	i	i	i	i
CC(=O)Nc1cccc(-c2csc(NCc3ccccc3)n2)c1	-2.5	i	8.4	i	i	0.5	i	i	i	i	i
COc1ccc(/C=C/C(=O)NC(=S)Nc2ccc(S(=O)(=O)Nc3ccc(OC)nn3)cc2)cc1	-13.4	i	1.8	·	i	20.1	i	i	i	i	i
Clc1ccc2ccc3cccnc3c2n1	-7.8	i	2.5	i	i	18.7	i	i	i	i	i
O=c1c(Cc2ccc(Cl)cc2Cl)c(O)ccn1Cc1ccc(Cl)cc1	-8.6	i	8.6	i	i	0.8	i	i	8*	i	i
COc1ccc([C@H]2/C=C\CN(C(=O)c3ccccc3)[C@@H](C)C(=O)N2Cc2ccc(F)cc2)cc1	-11.8	i	1.2	i	i	10.6	i	i	i	i	i
CCn1cc(Br)c(C(=O)Nc2ccc(Cl)c(Cl)c2)n1	-1.9	i	5.4	i	i	-1.6	i	i	i	i	i
O=C(Nc1ccccc1)C1=C[C@@H](c2ccc(C(F)(F)F)cc2)C[C@@H](OCc2ccc(CO)cc2)O1	-6.6	i	-0.7	i	i	6.1	i	i	i	i	i
CCOC(=O)c1ccc(NC(=O)Nc2cc(C)on2)cc1	-6.8	i	1.7	i	i	3.5	i	i	i	i	i
COc1cc(/C=C2\SC(=N)N(c3ccc4c(c3)OCO4)C2=O)cc(OC)c1O	-5.1	i	5.1	i	i	4.8	i	i	i	i	i
CC1(C)CC2(CCO1)OC(=O)CC2C(=O)Nc1ccc(Cl)cc1[N+](=O)[O-] (stereo unspecified)	-2.3	i	6.2	i	i	-1.9	i	i	i	i	i
Cc1ccc(C(C)C)c(OCC(=O)N/N=C/c2cccn2C)c1	-7.3	i	4.0	i	i	·	i	i	i	i	i
NC(=S)NN=C1c2ccccc2-c2ccccc21	-4.6	i	-1.5	i	i	37.2	i	i	i	i	i
CNC(=O)/C(C#N)=C\c1cc(C)n(-c2ccc(N3CCOCC3)cc2)c1C	-10.7	i	6.5	i	i	2.6	i	i	i	i	i
CCOc1ccc(NC(=O)COC(=O)Cn2cnnn2)cc1OCC	-6.2	i	5.8	i	i	3.5	i	i	i	i	i
Cc1ccc2cc(CCl)c(Cl)nc2c1	-2.4	i	-7.7	i	i	0.1	i	i	i	i	i
Cc1ccc2c(c1)N(C(=O)CCC(=O)NCCCN1CCOCC1)CCO2	-1.8	i	0.3	i	i	2.4	i	i	i	i	i
CC(=O)Nc1cccc(N2CCCC2=O)c1	-4.2	i	-1.6	i	i	5.5	i	i	i	i	i
CC(C)(C)c1cc(NC(=O)c2cccnc2)no1	-8.3	i	7.8	i	i	9.5	i	i	i	i	i
O=C(CSCc1c(Cl)cccc1Cl)Nc1ccc2c(c1)OCO2	-5.0	i	-3.4	i	i	-3.1	i	i	i	i	i
CCCCCCNC(=O)N1C/C=C\C(c2ccc(OC)cc2)N(Cc2ccc(F)cc2)C(=O)C1 (stereo unspecified)	-13.4	i	7.0	i	i	-13.9	i	i	i	i	i
CCOc1ccc(S(=O)(=O)N2CCN(c3ccccc3)CC2)c2cccnc12	-9.8	i	1.9	i	i	1.0	i	i	i	i	i
Cc1cc(C)c(C(=O)COC(=O)c2cc([N+](=O)[O-])ccc2N2CCOCC2)cc1C	-8.4	i	-5.8	i	i	-3.0	i	i	i	i	i
CC(=O)Oc1ccc(-c2csc(Nc3cccnc3)n2)cc1	-7.7	i	-5.2	i	i	3.0	i	i	i	i	i
O=C(O)c1cccc(N2C(=O)C3C4C=CC(C4=C(c4ccccc4)c4ccccc4)C3C2=O)c1 (stereo unspecified)	-11.1	i	-4.3	i	i	-4.0	i	i	i	i	i
COc1ccc(-c2[nH]ncc2C=O)cc1	-5.8	i	-19.6	i	i	30.2	i	i	i	i	i
COC(=O)C(NC(=O)CCc1c(C)nc2c(c(C)nn2-c2ccccc2)c1C)C(C)C (stereo unspecified)	-6.4	i	-2.1	i	i	10.1	i	i	i	i	i
CCOC(=O)c1cccc(NC(=O)C2CCN(S(=O)(=O)c3cnc[nH]3)CC2)c1	-8.5	i	-0.2	i	i	6.2	i	i	i	i	i
CC1(C)NC(=O)N(CC(O)COc2ccccc2C(=O)N2CCCCC2)C1=O (stereo unspecified)	-3.7	i	10.9	i	i	-3.3	i	i	i	i	i
CN1C(C(=O)NCc2cccs2)=CC(c2ccc(F)cc2)=NS1(=O)=O	-8.6	i	5.9	i	i	-2.1	i	i	i	i	i
O=C(Nc1ccc(NC(=O)c2ccccc2O)cc1)Nc1ccc(F)cc1F	-6.7	i	-25.9	i	i	·	i	i	i	i	i

(next part)
Structure	hERG rescue	KCNQ1 pot	Platelet DG rel	PolyA inh	TRPC4 potent	Dyrk1A ADPGlo	TRPC4 agonist	TRPC4 inh	KCNQ1 inh	KCNK9 block	KCNK3 inh
Cc1cc(S(=O)(=O)N2CCN(c3ccc(F)cc3)CC2)c(C)s1	-9.6	i	7.0	i	i	1.7	i	i	i	i	i
COc1c(C)cc(C(=O)C2CCCN(C(=O)c3cc(C)nc(C)n3)C2)cc1C (stereo unspecified)	-8.7	i	-1.6	i	i	4.1	i	i	i	i	i
CC(=O)NC1=C(C#N)C(c2ccccc2)c2c(ccc3ccccc23)O1 (stereo unspecified)	-7.3	i	-11.4	i	i	1.4	i	i	i	i	i
CCOC(=O)COn1c(=O)c(-c2ccc(OC)cc2)[n+]([O-])c2ccccc21	-6.5	i	14.5	i	i	1.8	i	i	i	i	i
Cc1cc(Cl)ccc1NC(=O)/C=N/O	-4.6	i	2.2	i	i	·	i	i	i	i	i
CCCN(CCC)C(=O)Nc1cc(Cl)ccc1OC	-14.2	i	5.3	i	i	3.1	i	i	i	i	i
O=C1CN(C(=O)COc2ccc(Br)cc2F)c2ccccc2N1	-9.1	i	17.4	i	i	0.4	i	i	i	i	i
Cn1c(N)c(C(=O)COC(=O)CCc2c[nH]c3ccccc23)c(=O)n(C)c1=O	-2.1	i	-6.1	i	i	0.1	i	i	i	i	i
O=C(Nc1ccc2[nH]c(=O)[nH]c2c1)c1ccc(Br)o1	-1.5	i	-9.8	i	i	-4.4	i	i	i	i	i
O=C1NC(Nc2ccccn2)(C(F)(F)F)C(=O)N1c1ccc(F)cc1 (stereo unspecified)	-7.8	i	-4.9	i	i	-0.3	i	i	i	i	i
COCCNc1nc(C(C)(C)C)nc2c1nnn2Cc1ccccc1Cl	-8.2	i	-2.0	i	i	3.0	i	i	i	i	i

Bioassay records from PubChem BioAssay.
